# From PubChem BioAssay
# EP2 mod – modulates human prostaglandin E2 receptor EP2 signaling; P43116; EP2-expressing cells, cAMP HTRF FRET, PGE2 co-stimulation; induction, % at 25 µM; 260,000 compounds, 0.83% hits; AID 940;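 active = compounds whose cAMP rise, as percent of the full-agonist control response, exceeds 60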;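 also: rat C6 glioma line stably carrying human EP2 under a CMV promoter; the protocol text gives 20 µM as final concentration; 100% = response of wells given 1 µM PGE2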
# Target sequence (P43116 whole entry, looked up): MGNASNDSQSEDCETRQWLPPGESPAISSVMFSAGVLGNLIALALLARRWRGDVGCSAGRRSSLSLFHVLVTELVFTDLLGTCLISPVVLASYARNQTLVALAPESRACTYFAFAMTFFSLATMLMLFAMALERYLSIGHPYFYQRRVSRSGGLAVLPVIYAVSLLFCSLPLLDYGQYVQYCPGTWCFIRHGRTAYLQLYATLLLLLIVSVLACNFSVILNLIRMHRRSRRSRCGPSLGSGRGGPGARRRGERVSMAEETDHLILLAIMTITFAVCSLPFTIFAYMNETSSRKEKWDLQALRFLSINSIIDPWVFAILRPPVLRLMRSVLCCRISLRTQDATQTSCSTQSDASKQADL
# An asterisk follows results filed as active. Only part of the results is shown; rates above refer to the full screens.
SMILES	EP2 mod
COc1ccc(NC(=O)CSc2nc3ccccc3c(=O)n2C2CCCCC2)cc1	-6
COC(=O)c1ccc(CCC2CCN(S(=O)(=O)N(C)C)CC2)cc1	-65
Cc1sc2nc(C3CC3)n3c(=O)n(Cc4ccccn4)nc3c2c1C	9
Cc1nn(C(C)CC(=O)N2CCc3c([nH]c4ccc(Cl)cc34)C2)c(C)c1C (stereo unspecified)	-76
CCOCc1nnc(NC(=O)Cc2c(C)[nH]c3c(C)c(C)ccc23)s1	-12
Cc1cc(C)c2cc(C(c3nnnn3C3CCCC3)N3CCc4ccccc4C3)c(=O)[nH]c2c1 (stereo unspecified)	17
CC(=O)N1CCN(C(=O)C2(NC(=O)NCc3ccccc3)CCCCC2)CC1	-17
COCCn1c(=O)n(CC(N)=O)c2cccnc21	11
CC(CCc1ccccc1)NC(=O)c1ncoc1-c1ccc(F)cc1 (stereo unspecified)	-55
O=C(CSc1nnc(-c2ccco2)o1)Nc1ccc(Cl)cc1Cl	1
COc1ccccc1NC(=O)CSc1nnc(-c2ccncc2)n1-c1ccc(C)cc1	-23
COc1ccc(NC(=O)CSc2nc3c(C)cccc3cc2C#N)cc1	25
Cc1cc(=O)n(CC(=O)NC2(c3ccc4c(c3)OCO4)CCCC2)c2ccccc12	35
CCc1ccc(OCCCC(=O)Nc2nnc(COC)s2)cc1	-19
Cc1cc(-c2cnc(C)nc2C2CCCN(CC(=O)N3CCCCC3)C2)on1 (stereo unspecified)	-27
COc1ccc2nc(NC(=O)CSc3ccc(-c4ccc5c(c4)OCCO5)nn3)sc2c1	-49
CC(C)CCCC(C)C1CCC2C3=CC[C@H]4C[C@@H](O)CC[C@]4(C)C3CC[C@@]21C (stereo partly specified)	19
CCC(C)C(=O)Nc1nnc(C(F)(F)F)s1 (stereo unspecified)	-32
CCn1c(=O)n(CC(=O)N2CCNC(=O)C2(C)C)c2cccnc21	-20
COc1ccc(OC)c(CC(=O)NCc2nc(-c3ccncc3)n[nH]2)c1	10
CC(C)N(C(=O)Cn1nc2c3ccccc3ncn2c1=O)C(C)C	-7
Cc1ccc(S(=O)(=O)N2CCN(c3cnccn3)CC2)cc1	-7
CCOc1ccc(C(=O)Nc2ccc(N3CCN(C(=O)c4ccco4)CC3)cc2)cc1	37
CC(=O)O[C@@H]1CC[C@@]2(C)C(CC[C@]3(C)C2CC=C2C4CC(C)(C)CC[C@]4(C(=O)O)CC[C@]23C)C1(C)C (stereo partly specified)	15
Cc1occc1-c1nnc(SCC(=O)NC2CCCC2)n1-c1ccc(F)cc1	5
O=C(c1ccc(Cl)cc1Cl)N1CCC(C(=O)N2CCOCC2)CC1	-8
C#CC(O)(c1ccccc1)c1cccnc1 (stereo unspecified)	3
CCc1ccc2[nH]c(=O)c(CN(Cc3cccnc3)C(=O)Nc3ccc(C)cc3)cc2c1	-11
CN1[C@@H](C(=O)N2CC3(C)CC2CC(C)(C)C3)C[C@@H](c2ccc(F)cc2)NS1(=O)=O (stereo partly specified)	-79
COc1ccccc1NC(=O)CSc1nc2sc(C)c(C)c2c(=O)n1-c1ccccc1	4
C=C(C)Cn1c(SCC(=O)Nc2ccc(C)cc2)nc2sc3c(c2c1=O)CCCC3	25
Cc1ccnc(NC(=O)COc2ccc(Cl)cc2Cl)n1	-37
CN1[C@@H](C(=O)NCc2ccco2)C[C@@H](c2ccc(F)cc2)NS1(=O)=O	8
CC(C(=O)O)n1cnc2ccccc2c1=O (stereo unspecified)	8
CC(=O)Nc1sc(NC(=O)c2ccco2)nc1-c1cccs1	-18
CCn1c(=O)oc2cc(S(=O)(=O)NCCc3cc4c(cc3OC)CCC4)ccc21	-48
CCOC(=O)c1ccc(NC(=O)c2c(O)c3cc(OC)c(OC)cc3[nH]c2=O)cc1	-7
O=C(c1ccc(F)cc1)[C@H]1CCCN(C(=O)c2ccn[nH]2)C1	-26
CCN1CCCC1CNC(=O)C1CCN(c2nc3ccccc3n2CC)CC1 (stereo unspecified)	-33
CN(Cc1nc2ccc(Cl)cc2[nH]1)C(=O)COc1ccc2nsnc2c1	-58

# Part of the list above, with values ahead of the structure:
EP2 mod,SMILES
-48,CCn1c(=O)oc2cc(S(=O)(=O)NCCc3cc4c(cc3OC)CCC4)ccc21
-33,CCN1CCCC1CNC(=O)C1CCN(c2nc3ccccc3n2CC)CC1 (stereo unspecified)

# Next part.
SMILES	EP2 mod
Cc1nc(SCc2cccc3ccccc23)n[nH]1	-26
O=C(O)CCn1c(Cc2ccccc2)nc2ccccc21	-1
O=S(=O)(Nc1ncccn1)c1ccc(Cl)cc1	33
Cc1ccc(Cn2c(SCC(=O)NC(C)(C)C)nc3c2c(=O)n(C)c(=O)n3C)cc1	8
CCNC(=S)N(Cc1cc2ccc(C)c(C)c2[nH]c1=O)C1CCCCC1	-35
CCC(C)C(=O)Nc1ccc(S(=O)(=O)Nc2nccs2)cc1 (stereo unspecified)	-29
COc1cccc(OC)c1C(=O)Nc1ccc(N2CCN(C)CC2)cc1	-9
O=C(/C=C/c1ccco1)c1ccc(Br)cc1	-31
Cc1nn(CC(=O)NCCc2ccccc2)c(=O)c2cc3ccsc3n12	-71
COc1ccc(-c2cc(C(F)(F)F)nc(SCC(=O)N3CCCCC3C)n2)cc1 (stereo unspecified)	-1
CC(Sc1nc2ccccc2[nH]1)C(=O)Nc1ccc(Cl)cc1 (stereo unspecified)	-74
CC(C)NC(=O)Cn1nc(-c2ccc(F)cc2)n(-c2ccncc2)c1=O	-27
CCC(c1nnnn1C(C)(C)CC)N(CCc1cccc(C)c1)Cc1cc2cc(C)ccc2[nH]c1=O (stereo unspecified)	51
Cc1ccc2[nH]c(=O)c(CN(C3CCCCC3)S(=O)(=O)c3ccccc3Cl)cc2c1	-9
CCOC(=O)COc1ccc(Br)cc1/C=C1\SC(N)=NC1=O	-86
CCOc1ccc(NC(=O)c2ccc3c(c2)CCN3S(C)(=O)=O)cc1	2

# In the list so far, 13 contain an NH in an aromatic ring.
SMILES	EP2 mod
Cc1nn(C(C)CC(=O)N2CCc3c([nH]c4ccc(Cl)cc34)C2)c(C)c1C (stereo unspecified)	-76
CCOCc1nnc(NC(=O)Cc2c(C)[nH]c3c(C)c(C)ccc23)s1	-12
Cc1cc(C)c2cc(C(c3nnnn3C3CCCC3)N3CCc4ccccc4C3)c(=O)[nH]c2c1 (stereo unspecified)	17
COc1ccc(OC)c(CC(=O)NCc2nc(-c3ccncc3)n[nH]2)c1	10
CCc1ccc2[nH]c(=O)c(CN(Cc3cccnc3)C(=O)Nc3ccc(C)cc3)cc2c1	-11
CCOC(=O)c1ccc(NC(=O)c2c(O)c3cc(OC)c(OC)cc3[nH]c2=O)cc1	-7
O=C(c1ccc(F)cc1)[C@H]1CCCN(C(=O)c2ccn[nH]2)C1	-26
CN(Cc1nc2ccc(Cl)cc2[nH]1)C(=O)COc1ccc2nsnc2c1	-58
Cc1nc(SCc2cccc3ccccc23)n[nH]1	-26
CCNC(=S)N(Cc1cc2ccc(C)c(C)c2[nH]c1=O)C1CCCCC1	-35
CC(Sc1nc2ccccc2[nH]1)C(=O)Nc1ccc(Cl)cc1 (stereo unspecified)	-74
CCC(c1nnnn1C(C)(C)CC)N(CCc1cccc(C)c1)Cc1cc2cc(C)ccc2[nH]c1=O (stereo unspecified)	51
Cc1ccc2[nH]c(=O)c(CN(C3CCCCC3)S(=O)(=O)c3ccccc3Cl)cc2c1	-9

# The listing continues.
SMILES	EP2 mod
COc1ccccc1N(Cc1cc2ccccc2[nH]c1=O)C(=O)c1cc(OC)c(OC)c(OC)c1	-44
Cc1ccc(S(=O)(=O)N2CCN(C)CC2)cc1C(N)=O	-37
Cc1ccc2cc(C(c3nnnn3Cc3ccccc3)N3CCC(C)CC3)c(=O)[nH]c2c1C (stereo unspecified)	-12
CCOc1ccc(NC(=O)CSc2nnc(-c3ccncc3)n2Cc2ccco2)cc1	6
CCn1c2cc(C)sc2c2cnn(CC(=O)N3CC(C)CC(C)C3)c(=O)c21 (stereo unspecified)	-54
COc1ccc(OCc2nnc(SCC(=O)c3ccc(OC)cc3)n2N)cc1	-27
c1csc(CNCC2CCCO2)c1 (stereo unspecified)	0
COc1ccc(-n2c(CNc3cccc(Cl)c3)nnc2SCC(=O)O)cc1	-4
O=C(COc1cccc2cccnc12)N1N=CCC1c1ccccc1 (stereo unspecified)	-32
Cc1occc1-c1nn(CC(=O)NC(C)(C)C)c(=O)o1	-27
COc1ccc(S(=O)(=O)N2CCC(C(=O)Nc3ccc(F)cc3)CC2)cc1C	-26
CCc1cccc(C)c1NC(=O)CSc1nnc2c3ccccc3n(C)c2n1	-5
CCOc1ccc2sc(C)nc2c1	-6
CC1CCCCN1C(=O)CSc1nnc(CNc2ccc(Cl)cc2)o1 (stereo unspecified)	-53
COc1ccc(CN2Cc3cc4ccccc4nc3OCC2=O)cc1	-48
C=CCNC(=O)c1cc2c(=O)n3cc(C)ccc3nc2n(CCN2CCOCC2)c1=N	-45
COC(=O)C1=C(C)OC(N)=C(C#N)C1c1cc2cccc(C)c2[nH]c1=O (stereo unspecified)	-66
COc1ccc2[nH]c(=O)c(CN(CCN(C)C)C(=O)NC3CCCCC3)cc2c1	-22
CCC(=O)N(CCCN(CC)CC)c1nc(-c2ccc(OC)cc2)cs1	-17
O=C(Cn1nc(-c2ccncc2)oc1=O)N1CCCc2ccccc21	-30
O=C(NC1CCCCC1)C(c1cccs1)N(Cc1ccc2c(c1)OCO2)C(=O)c1cccs1 (stereo unspecified)	18
COc1ccc(S(=O)(=O)N(CC(=O)NCC2CCCO2)C2CCCCC2)cc1OC (stereo unspecified)	-25
CCC(c1nnnn1Cc1ccc(F)cc1)N(Cc1ccco1)Cc1cc2cc(C)ccc2[nH]c1=O (stereo unspecified)	5
COc1cccc(OC)c1CN(Cc1cccnc1)C1CC(C)(C)NC(C)(C)C1	-19
COc1cc(NC(=O)CSc2nnnn2C)cc(OC)c1	-24
CCOc1ccc(-c2cc(-c3ccc(OC)c(OC)c3)c(C#N)c(N)n2)cc1	80*
Cc1nn(C)cc1S(=O)(=O)N1CCn2cccc2C1C(C)C (stereo unspecified)	0
COc1ccc(OC)c(-c2cc(C(=O)N3CCn4cccc4C3C(C)C)[nH]n2)c1 (stereo unspecified)	-55
COc1ccccc1NC(=O)N(CCN1CCOCC1)Cc1cc2c(C)ccc(C)c2[nH]c1=O	8
COc1ccccc1NC(=O)CSc1nnc(-c2cccnc2)n1-c1cc(C)cc(C)c1	5
CCc1cc(NCc2ccccn2)n2nc3nc(C)cc(C)c3c2n1	-60
COc1ccc2cc(CN(CCO)C(=S)NCCCN3CCOCC3)c(=O)[nH]c2c1	-22
Cn1ccnc1CN(CCNC(=O)c1cccs1)Cc1ccccn1	21
Cc1ccc(S(=O)(=O)N(Cc2cc3cc4c(cc3[nH]c2=O)OCCO4)CC2COCCO2)cc1 (stereo unspecified)	18
O=S(=O)(O)c1ccc(O)c2ncccc12.O=S(=O)(O)c1ccc(O)c2ncccc12.[Zn]	25
CCOc1ccc(NC(=O)CSc2nnnn2-c2ccc(OC)cc2)cc1	-4
NC(=O)C1CC(=O)N(c2ccc(OCC(=O)Nc3cccc(Cl)c3)cc2)C1 (stereo unspecified)	3
CCCOc1ccccc1C1C2=C(CCCC2=O)N(C)C2=C1C(=O)CCC2	-6
CC(C)NC(=O)Cn1c2ccccc2n2c(SCC(=O)N3CCc4ccccc4C3)nnc12	4
COc1cccc(CN2CCc3c(nc(N4CCC(C)CC4)[nH]c3=O)C2)c1	1
Cc1cccc(C2(O)CCN(C(=O)C3Cc4cc(Cl)ccc4O3)CC2)c1 (stereo unspecified)	-62
COc1ccc(S(=O)(=O)N(Cc2ccccc2)Cc2cc3cc(C)c(C)cc3[nH]c2=O)cc1	-60
CCn1c(=O)n(CC(=O)Nc2ccc3c(c2)OCO3)c2cccnc21	-13
CS(=O)(=O)N1CCC[C@@H](Cn2nc(-c3cccs3)ccc2=O)C1	-37
Cc1ccc(CN(CC2CCOC2)C2CC(C)(C)NC(C)(C)C2)o1 (stereo unspecified)	-18
O=C(Nc1ccccc1Br)c1ccc2nccnc2c1	4
CCCc1nc(SCC(=O)N(C(C)C)C(C)C)c2ccccc2n1	39
O=C(c1nccs1)C1CCN(C(=O)c2cc(F)cc(F)c2)CC1	-7
O=c1[nH]c(/C=C/c2ccccc2)nc(O)c1[N+](=O)[O-]	-3
CC1CC(C)CN(CCC(=O)Nc2ccc(F)cc2)C1 (stereo unspecified)	-86
Cc1cccc(-c2nc(NCCN(C)C)c3ccccc3n2)c1	-36
CCn1c(SCC(=O)Nc2ccc3c(c2)OCO3)nnc1-c1cccs1	12
Cc1sc(NC(=O)CCn2cnc3ccccc3c2=O)nc1-c1ccc(Cl)cc1	22
O=C(C1CCCO1)N1CCC(Cn2nc(-c3cccs3)ccc2=O)CC1 (stereo unspecified)	-16
COc1c(CC(=O)c2cc3c(cc2O)OC(C)(C)C(O)C3)ccc2c1C=CC(C)(C)O2 (stereo unspecified)	-16
Cc1ccc2cc(CN(CCN(C)C)C(=S)NCC3CCCO3)c(=O)[nH]c2c1 (stereo unspecified)	-12

# More records follow.
SMILES	EP2 mod
C=CCn1c(SCC(=O)c2ccc(F)cc2)nc2sc(C)cc2c1=O	-103
COc1ccc(C2(C(=O)N3CCCC(c4ncncc4-c4ccncc4)C3)CC2)cc1 (stereo unspecified)	43
COc1ccccc1NC(=O)c1cc2n(n1)C(C(F)(F)F)CC(c1ccco1)N2 (stereo unspecified)	40
Cc1ccc(NC(=O)N(Cc2ccco2)Cc2cc3ccc(C)c(C)c3[nH]c2=O)cc1	17
C[N+](C)([O-])CCC=C1c2ccccc2CCc2ccccc21	39
Cc1cc2cc(C(c3nnnn3C(C)(C)C)N3CCc4ccccc4C3)c(=O)[nH]c2cc1C (stereo unspecified)	-3
O=C(Cc1cccnc1)N1CCC(O)(c2cccc(F)c2)CC1	4
Cc1cc(C)c2cc(CN(Cc3nnnn3Cc3ccc(F)cc3)C3CCCCC3)c(=O)[nH]c2c1	32
